Screening data: PubChem BioAssay, several laboratories
HCV core dimer: blocks dimerization of HCV core protein; inhibition, % at 5 µM; 0.33% of 300,000 active; TR-FRET GST/Flag-core106 dimerization, 1536-well; AID 1899;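 active = inhibition above the mean of all tested compounds plus 3 SD, set per screening campaign, cut at about 45% in these data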
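Assay system: GST-tagged and Flag-tagged HCV core protein residues 1-106 / Times: compound-protein-antibody incubation 4 h at 22.5 °C / Signal: time-resolved FRET, ex 340 nm, em 617 and 671 nm / Evaluation: % inhibition based on acceptor/donor emission ratio / Benchmarks: wells lacking GST-core106 and wells with excess unlabelled core106 / Repeats: singlicate, one well per compound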
PREPL inh: inhibits the human prolyl oligopeptidase-like enzyme | Q4J6C6 | recombinant PREPL, fluorescence polarization activity-based probe | inhibition, % at 5.96 µM | 0.68% of 320,000 active; in the data active = inhibition above about 43%;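 note: 0% = enzyme with DMSO and 100% = wells lacking enzyme; many of its hits are not listed in these tables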
Target sequence (Q4J6C6 whole entry, looked up): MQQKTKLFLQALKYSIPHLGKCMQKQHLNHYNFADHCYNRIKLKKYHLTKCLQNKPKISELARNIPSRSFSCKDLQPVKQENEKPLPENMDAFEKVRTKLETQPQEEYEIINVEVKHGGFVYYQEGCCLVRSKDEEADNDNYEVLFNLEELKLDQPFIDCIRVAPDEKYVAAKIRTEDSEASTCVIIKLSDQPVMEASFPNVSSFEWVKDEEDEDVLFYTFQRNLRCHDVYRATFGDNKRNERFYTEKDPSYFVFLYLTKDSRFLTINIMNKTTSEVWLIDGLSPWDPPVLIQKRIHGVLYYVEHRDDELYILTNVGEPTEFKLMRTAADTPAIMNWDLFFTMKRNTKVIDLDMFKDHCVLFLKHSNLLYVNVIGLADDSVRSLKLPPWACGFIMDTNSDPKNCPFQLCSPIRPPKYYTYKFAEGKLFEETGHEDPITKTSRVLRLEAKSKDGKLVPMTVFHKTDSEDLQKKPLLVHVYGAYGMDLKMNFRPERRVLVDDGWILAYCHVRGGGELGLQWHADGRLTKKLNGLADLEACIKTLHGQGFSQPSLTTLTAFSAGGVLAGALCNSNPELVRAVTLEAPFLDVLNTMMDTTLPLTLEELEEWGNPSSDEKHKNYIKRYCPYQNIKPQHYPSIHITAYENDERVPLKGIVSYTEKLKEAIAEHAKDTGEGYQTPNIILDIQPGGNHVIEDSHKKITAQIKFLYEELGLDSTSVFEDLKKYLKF
TPT1 inh: inhibitors of Candida albicans tRNA 2'-phosphotransferase TPT1; inhibition, % at 5 µM; recombinant caTPT1, FP RNA substrate dephosphorylation; 0.81% of 300,000 active;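 active = inhibition above the mean of all tested compounds plus 3 SD, set per screening campaign, cut at about 24% in these data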;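 note: plate controls were DMSO alone for no effect and ferristatin control at 100 nM for full effect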
EBNA-1 inhibitor: blocks EBNA-1 binding to DNA | 0.34% of 300,000 active | EBNA-1 DNA binding, fluorescence polarization | inhibition, % at 14.8 µM; in the data active = inhibition above about 28%
PP1 inh: counter-screen for PP5 inhibitors: inhibitors of human PP1-alpha; P62136; purified PP1alpha, OMFP fluorescence; inhibition, % at 6.7 µM; 0.9% of 320,000 active; AID 2235;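 active = inhibition above the mean inhibition of all tested compounds plus 3 SD, computed separately for each screening campaign, cut at about 15% in these data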
PP5 inh: PP5 (human) phosphatase inhibition. P53041. purified PP5c, OMFP substrate fluorescence. inhibition, % at 6.7 µM. 0.18% of 320,000 active. AID 1987;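 active = inhibition above the campaign's mean inhibition across all tested compounds plus 3 SD, cut at about 9.5% in these data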;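 note: 0% = DMSO only and 100% = 100 µM cantharidin control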
CTSL1 counter: cathepsin L1 inhibition, PFM18AAP counter-screen | inhibition, % at 5.96 µM | recombinant F. hepatica cathepsin L1, Z-Leu-Arg-MCA fluorescence | 0.49% of 300,000 active;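 active = inhibition above the mean of all tested compounds plus 3 SD, set per screening campaign, cut at about 17% in these data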;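 note: 0% = plate median of test compound wells and 100% = 1 µM Z-Phe-Ala-diazomethylketone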
Efflux pump mplx: antifungal efflux pump inhibition, Nile Red retention; 0.44% of 330,000 active; inhibition, % at 10 µM; S. cerevisiae Candida pump triplex; AID 485275;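 active = plate passing quality check with inhibition over a set limit, or well fluorescence over plate mean plus 4 SD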;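 note: Nile Red retained in pooled yeast measured as flow cytometry median fluorescence; 0% = buffer negative control and 100% = Enniatin B positive control; higher means more Nile Red kept so more efflux inhibition; some compounds called inactive have numbers as strong as hits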
ZTA DNA inh: ZTA (EBV) inhibition in EBNA-1 counter-screen; ZTA-DNA binding, fluorescence polarization; 0.15% of 320,000 active; AID 2234; inhibition, % at 11 µM; P03206; in the data active = inhibition above about 33%
Target sequence (P03206 whole entry, looked up): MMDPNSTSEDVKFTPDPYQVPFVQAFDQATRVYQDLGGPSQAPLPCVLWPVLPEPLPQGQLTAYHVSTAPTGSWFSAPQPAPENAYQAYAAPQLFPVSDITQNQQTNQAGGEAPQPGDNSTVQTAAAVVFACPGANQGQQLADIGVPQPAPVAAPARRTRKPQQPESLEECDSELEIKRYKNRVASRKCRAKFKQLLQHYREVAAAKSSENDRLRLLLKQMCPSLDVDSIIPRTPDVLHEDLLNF
Numbers without * were called inactive; / = no result given; + = active, no number.

compound,ZTA DNA inh,PREPL inh,HCV core dimer,TPT1 inh,PP5 inh,PP1 inh,Efflux pump mplx,EBNA-1 inhibitor,CTSL1 counter
O=C(c1ccc(F)cc1)N1CCN(Cc2ccccc2Br)CC1,12,7,2,-4,-1.2,-3,0.0,5,-1
CN(C(=O)c1ccc(=O)[nH]c1)C1(C(=O)NC2CCCCC2)CCCCC1,9,9,5,1,-2.0,2,0.2,-1,2
CN(C1CCCCC1)S(=O)(=O)c1cn(C)c(=O)n(C)c1=O,3,13,/,/,-0.9,-1,0.0,/,/
COc1ccc(C(=O)Nc2ccc(F)cc2F)cc1,6,-4,0,-1,-0.7,-1,0.0,1,-1
C/C(=N\OC(=O)c1cccc(Cl)c1)c1sc(C)nc1C,1,41,-3,-3,1.5,3,0.0,1,-1
CC(C)CCNC(=O)Cc1ccc(Nc2nc(=S)[nH]c3ccccc23)cc1,-8,-22,6,0,0.0,-1,0.0,6,-3
CCN(CC(=O)Nc1ccc(NC(C)=O)cc1)C(=O)/C=C/c1ccco1,-6,16,-1,-1,0.0,-2,-0.1,11,-4
O=C(c1ccccc1F)N1CCN(c2ccccc2F)CC1,9,-3,0,-1,-1.5,-4,-0.1,2,2
COc1ccc(Cl)cc1N1C(=O)C2CCCN2C1c1ccc(F)cc1 (centres undefined),-4,3,1,2,1.5,-1,-0.2,8,-3
COc1cc(/C=N/Nc2ccccn2)cc(OC)c1O,-2,1,-16,1,2.7,-5,-0.1,-3,4
O=C(CCCCCn1c(=S)[nH]c2cc3c(cc2c1=O)OCO3)NCCc1ccccc1,9,1,34,2,0.0,9,0.1,9,4
O=C(CCCN1C(=O)/C(=C\c2ccco2)SC1=S)Nc1cccc2ccccc12,-9,17,51*,20,1.4,5,0.1,14,3
O=C(CSCc1ccccc1Cl)NNC(=S)Nc1ccccc1,-2,-7,-3,-3,2.1,-1,0.0,2,7
O=C(CCC1CCCN(C(=O)c2ccc3cc[nH]c3c2)C1)NCc1ccc(F)c(F)c1 (centres undefined),-2,-8,-3,-5,0.5,-1,-0.2,-7,-5
Cc1ccc(Nc2nc(N)nc(CSc3nc4ccccc4s3)n2)cc1,10,-30,3,-6,6.5,7,-0.1,-15,-3
Cc1ccc(C(=O)N2CCN(c3cc(=O)[nH]nc3-c3ccccc3)CC2)cc1,8,20,2,-1,3.2,-5,0.5,-1,0
CC(C)CCNC(=O)CN(Cc1ccc2c(c1)OCO2)C(=O)CCC(=O)Nc1ccccn1,-12,13,-1,-5,-0.4,1,0.0,-13,1
COc1cccc(N2CCN(C(=O)c3ccc(CS(=O)c4ccc(C)cc4)o3)CC2)c1 (centres undefined),-8,24,-16,3,-0.4,0,0.0,-14,1
[O-][n+]1onc2c1CCc1nnc(-c3ccccc3)cc1-2,1,0,-14,-2,1.1,-2,0.0,2,-4
CC(=O)Nc1ccc(S(=O)(=O)NCCC(=O)Nc2ncccc2C)cc1,-3,-1,2,1,-3.8,-8,-0.1,4,1
C[C@@H]1CC=C[C@H]2[C@H]1C(=O)N(Cc1ccccc1)[C@H]2c1ccc(C(F)(F)F)cc1,-8,3,2,2,6.4,5,0.0,2,3
O=C(NCCCN1CCCC1=O)c1cccc(S(=O)(=O)NCc2ccccc2)c1,2,-1,-3,0,0.0,-4,-0.1,-4,-4
O=C1CC(c2ccccc2Cl)CC(O)=C1C=Nc1ccccc1 (centres undefined),3,-4,-1,1,2.8,2,-0.1,-7,-2
CC1(C)CC(=O)N(c2cc(Cl)ccc2Cl)C(=O)C1,4,5,-2,-2,-1.2,-1,-0.1,-2,-3
COc1ccc(O)c(C(=O)c2cc(C#N)c(=O)n(CCN3CCOCC3)c2)c1,-9,1,-2,3,-0.8,1,-0.2,7,2
Cc1nn(-c2ccc(Cl)cc2)c2sc(C(=O)N3CCN(c4ccccn4)CC3)cc12,-6,12,0,1,0.0,0,-0.1,4,1
CCOC(=O)C1CCN(C(=O)Nc2ccc3snnc3c2)CC1,3,20,0,-2,0.9,-1,-1.8,0,1
Cc1ccc(C(=O)Nc2cc(=O)n(C)c(=O)n2C)cc1C,-3,-1,-12,0,-0.7,-4,0.1,-7,-1
CS(=O)(=O)N1CCN(c2nc(-c3ccccc3)cs2)CC1,-20,3,0,-3,-0.2,-7,0.0,-5,-1
NC(=O)c1ccc[n+](CC(=O)Nc2ccccc2C(=O)O)c1,-7,7,-4,0,-1.4,0,-0.1,-7,-1
CCOC(=O)C1CN(S(=O)(=O)c2cccs2)c2ccc(CC(=O)OC)cc2O1 (centres undefined),5,4,9,-2,0.5,-2,-0.1,5,-1
Cc1ccccc1N/C=C/C(=C(C#N)C#N)N(C)C,0,7,-1,2,-1.9,-5,0.0,7,0
CC(C)C(=O)Nc1ccc2c(c1)C(=O)N(CCC(=O)O)C2=O,2,0,-1,-2,3.0,2,0.1,-6,-1
CCn1c(-c2ccncc2)n[nH]c1=S,15,18,-12,2,0.2,1,0.0,5,2
CCOC(=O)c1c(NC(=O)Cc2cccs2)sc(C(=O)N2CCCCC2)c1C,-21,6,10,0,1.7,1,-0.3,-2,-2
Cc1[nH]c2ccc(F)cc2c1CCN(Cc1ccncc1)C(=S)Nc1ccccc1,-19,12,6,-6,-1.1,4,0.2,0,3
N#C/C(=C\c1ccc(N2CCCCC2)o1)C(N)=O,0,6,-33,+,4.1,6,0.0,12,8
Cc1ccc(CN2CCN(Cc3ccc4cc(F)ccc4n3)CC2CCO)o1 (centres undefined),14,21,0,1,-2.3,-3,0.1,8,3
Cc1ccsc1/C=C1/SC(=O)N(CC(=O)N2CCCC2)C1=O,-9,10,11,0,1.1,-2,0.9,-5,7
Cn1c(=O)oc2cc(S(=O)(=O)N3CCCC(C(=O)N4CCc5ccccc5C4)C3)ccc21 (centres undefined),-5,-23,2,-1,3.6,1,-0.1,10,4

The last 3 compounds of the part above lead into the next:
compound,ZTA DNA inh,PREPL inh,HCV core dimer,TPT1 inh,PP5 inh,PP1 inh,Efflux pump mplx,EBNA-1 inhibitor,CTSL1 counter
Cc1ccc(CN2CCN(Cc3ccc4cc(F)ccc4n3)CC2CCO)o1 (centres undefined),14,21,0,1,-2.3,-3,0.1,8,3
Cc1ccsc1/C=C1/SC(=O)N(CC(=O)N2CCCC2)C1=O,-9,10,11,0,1.1,-2,0.9,-5,7
Cn1c(=O)oc2cc(S(=O)(=O)N3CCCC(C(=O)N4CCc5ccccc5C4)C3)ccc21 (centres undefined),-5,-23,2,-1,3.6,1,-0.1,10,4
CCOc1ccc(CCNC(=O)C2CCCN(S(=O)(=O)N3CC(C)CC(C)C3)C2)cc1OCC (centres undefined),6,-2,9,4,-0.6,-2,0.1,-2,-1
Cc1[nH]n(-c2ccccc2)c(=O)c1/C=N/N1C(=O)c2cccc3cccc(c23)C1=O,-2,-6,-3,-10,0.5,-2,0.0,-9,-1
COc1ccc([C@H]2CC(=O)C=C(c3cccc(OC)c3)C2)cc1,2,-6,/,/,2.6,1,-0.1,/,/
CCn1c(C)[n+](Cc2ccccc2)c2ccc(Cl)cc21,9,36,2,-1,1.0,-3,-0.1,8,-2
COc1ccc(N)c2c1C(=O)c1ccccc1C2=O,9,20,-63,-1,2.5,4,0.7,7,1
S=C1Nc2cc(Cl)ccc2Sc2ccccc21,2,0,9,-2,0.1,3,0.0,8,3
Cc1ccccc1NC(=O)C(=O)c1cn(C)c2ccccc12,16,1,-2,0,0.5,-2,-0.1,20,3
COc1ccc(C)cc1NC(=O)c1ccc2c(SCC(=O)O)c3c(nc2c1)CCCC3,2,-4,11,6,-2.5,0,0.4,-4,9
CCN(CC(=O)NCc1cccs1)C(=O)/C=C/c1cccc(Br)c1,8,-51,-1,0,-1.9,-3,0.1,-11,4
CCCCn1c(N)c(N(Cc2ccccc2OC)C(=O)c2cc(=O)[nH]c3ccccc23)c(=O)[nH]c1=O,4,-9,-3,2,-3.0,3,0.1,-16,-2
COc1ccccc1/C=N/NC(=O)c1ccc(C)nc1,-6,7,-1,1,1.0,1,-0.1,6,-1
Cc1cc(C(=O)OCC(=O)NC(C)C)c(C)o1,6,3,0,2,2.2,5,-0.1,-2,-3
Cc1sc2ncn(CC(=O)NCc3ccco3)c(=O)c2c1-c1ccccc1,3,0,20,-2,1.1,-1,0.0,0,2
CCOc1c(Br)cc(/C=C2\C(=O)N(CCC#N)N=C2C)cc1OC,-10,5,-3,0,3.5,0,0.1,4,-3
CCOC(=O)N1C=CC=C[C@@H]2[C@@H](N3C(=O)c4ccccc4C3=O)C(=O)N21,-3,0,-1,1,0.8,1,0.0,3,-6
Cc1cc(C)cc(N(CCC#N)C(=O)CSc2n[nH]c(N)n2)c1,-13,-5,3,0,-0.4,-6,0.0,-17,-6
CC1=C(C(=O)Nc2ccccc2)C(c2ccco2)C(C#N)=C(SCc2ccccc2)N1 (centres undefined),-17,-9,29,6,3.0,23*,0.8,1,0
Cc1cccc(NC(=O)c2ccccn2)c1C,-19,13,-6,-1,2.0,-1,-0.1,-1,3
CC(=O)N1N=C(c2cccs2)CC1c1cc2cc(C)ccc2nc1Cl (centres undefined),3,2,3,-1,-0.8,-1,0.1,-2,-4
CC1=C(c2ccccc2)[N+](=O)C2(CCCC2)N1[O-],26,5,-2,2,4.4,1,0.0,-10,1
Cc1ccc(F)c(C2=CC(=O)C[C@H](c3ccc(F)cc3)C2)c1,-26,7,/,/,2.8,0,-0.1,/,/
COc1ccc(C2C(C#N)=C(/N=C/N3CCOCC3)OC3=C2C(=O)CC(C)(C)C3)cc1OC (centres undefined),12,5,-1,0,0.5,-5,-0.1,-5,3
O=C(OCc1ccccc1)c1cnc(Cl)c(Cl)c1,-2,-1,-1,-5,-2.2,8,-0.1,0,6
CCSc1nnc(NC(=O)NC(CC)(C(F)(F)F)C(F)(F)F)s1,5,17,3,-2,4.4,9,0.3,-9,-1
CC(=O)N1CC(c2ccccc2)C(c2ccc(Cl)cc2)=N1 (centres undefined),-3,7,-1,4,0.8,3,0.4,-2,-1
CCOC(=O)c1cn(CC)c2cc(N3CCOCC3)c(F)cc2c1=O,-21,14,-3,-4,1.5,0,0.0,0,-1
Cc1cc2nc(-c3cccc(NC(=O)c4ccc(Br)o4)c3)oc2cc1C,2,-7,11,4,1.4,-2,-0.1,51*,2
O=C(NN=C1CCCCCC1)NC1CCCCC1,5,3,-4,-2,0.8,0,0.0,4,-1
CCc1ccc(OCC(=O)N/N=C/c2cc([N+](=O)[O-])ccc2N2CCCCCC2)cc1,12,6,26,1,-2.9,-3,-0.3,-2,3
O=S(=O)(c1cccs1)N1CCN(c2ccccc2)CC1,1,-12,0,-3,0.6,-1,0.1,6,5
O=C1N(CN2CCN(c3cccc(Cl)c3)CC2)c2ccccc2C12OCCCO2,1,4,-2,-3,0.9,-7,-0.2,0,2
CCOC(=O)C1CCCN(C(=S)Nc2ccc(OC)cc2)C1 (centres undefined),4,1,1,-2,1.0,1,-0.1,2,-2
CC(CO)NCC12CC3CC(CC(C3)C1)C2 (centres undefined),6,-2,1,-2,0.6,1,-0.2,4,0
Cc1ccc(-c2nc(CN(C)Cc3ccc4nccnc4c3)c(C)o2)s1,4,-1,1,3,-0.9,2,-0.1,-3,4

The list is partial; count on the stated rates, not on these rows.
